Screens deposited in PubChem BioAssay by National Center for Advancing Translational Sciences (NCATS).
HEK293 tox = cytotoxic in the GLP-1 receptor inverse agonist counter-screen; HEK293 cAMP-luciferase reporter cells, luminescence, 24 h; Potency, µM (series often up to 38.3 µM), inactives show at the top dose activity change, negative = inhibition, hits mostly inhibitors; 0.13% of 410,000 active; AID 624418;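 further: loss of luciferase light is scored as toxicity; potency means the concentration at half of the fitted maximal effect; on the % scale 0 is the no-effect control and ±100 the full control effect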
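To flag toxic compounds, the library was rerun on cells for 24 hr at 37 deg C and 5% CO2. Viability-linked luminescence was captured 12 min after adding luciferase detection reagent.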
GLP1R inv ag = inverse agonists of human GLP-1 receptor; P43220; HEK293 GLP-1R CRE-luciferase, luminescence, 24 h; GLP-1R form is constitutively active; Potency, µM (highest dose often 38.3 µM), for inactives: at the highest dose activity change, negative = inhibition, hits mostly inhibitors; 1.6% of 410,000 active; AID 624417; further: potency means the concentration at half of the fitted maximal effect; on the % scale 0 is the no-effect control and ±100 the full control effect; nearly all actives have a fitted effect of over 55% in size
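Stable HEK293 clone (constitutively active GLP-1R + cAMP-response luciferase); 200 cells/uL plated, 12 h pre-culture, compound 24 hr, 37 deg C/5% CO2; detection reagent 12 min RT; luminescence.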
GLP1R ag = activates the human GLP-1 receptor; 0.007% of 380,000 active; Potency, µM (doses to about 45.6 µM), without a hit: top-dose activation, hits mostly activators; P43220; AID 624172; HEK293 GLP-1R CRE-luciferase, luminescence, 4-6 h; cells express a hypersensitive GLP-1R form; further: potency means the concentration at half of the fitted maximal effect; % of control where 0% means no effect
PTHR1 ag = activates the human parathyroid hormone receptor PTHR1; Q03431; HEK293 GP2 PTHR1 cells, GloSensor cAMP luminescence, 1 h; Potency, µM (top dose mostly 115 µM), inactives show at the top dose activation, actives largely listed as activators; 0.075% of 410,000 active; AID 743266; further: potency means the concentration at half of the fitted maximal effect; nearly all actives have a fitted effect of over 55% in size; some results filed as inactive show a strong effect at the top dose; inactives centre near -15; many of its hits are not listed in these tables
Target sequence (Q03431 whole entry, looked up): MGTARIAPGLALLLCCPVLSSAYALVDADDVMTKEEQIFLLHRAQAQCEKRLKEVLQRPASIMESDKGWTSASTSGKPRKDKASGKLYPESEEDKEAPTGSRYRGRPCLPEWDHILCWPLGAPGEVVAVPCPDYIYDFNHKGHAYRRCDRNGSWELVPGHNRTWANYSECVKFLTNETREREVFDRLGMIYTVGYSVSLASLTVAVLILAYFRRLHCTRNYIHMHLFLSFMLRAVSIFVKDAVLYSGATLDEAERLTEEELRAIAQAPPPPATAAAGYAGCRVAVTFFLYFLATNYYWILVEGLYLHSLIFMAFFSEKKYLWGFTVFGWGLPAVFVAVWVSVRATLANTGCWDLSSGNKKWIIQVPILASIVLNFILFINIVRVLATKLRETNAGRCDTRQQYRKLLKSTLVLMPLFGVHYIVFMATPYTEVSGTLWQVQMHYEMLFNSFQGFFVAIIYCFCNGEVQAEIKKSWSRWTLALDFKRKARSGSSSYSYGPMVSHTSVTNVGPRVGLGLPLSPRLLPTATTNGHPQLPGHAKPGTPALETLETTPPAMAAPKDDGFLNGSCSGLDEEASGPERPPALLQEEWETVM
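HEK-293-derived GP2 cells expressing PTHR1 and a GloSensor cAMP reporter, 3,000/well, plated overnight, given luciferin plus IBMX (each 0.5 mM as added) for 1 h at 37 °C, then compound for 1 h at 37 °C. Luminescence was read after 15 min at room temperature.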
KB-V1 cytotox = KB-V1 MDR subline cytotoxicity; Potency, µM (highest dose often 46.1 µM), inactives show top-dose activity change, negative = cytotoxicity, hits mostly cytotoxic; 3.4% of 400,000 active; KB-V1 MDR cells viability, CellTiter-Glo, 72 h; further: potency means the concentration at half of the fitted maximal effect; on the % scale 0 is the no-effect control and ±100 the full control effect; nearly all actives have a fitted effect of over 60% in size
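KB-V1, DMEM (no phenol red) + 10% FBS; cpd pin-transferred, titration series; 72 h, 37 degrees C; CellTiter-Glo, luminescence. Data normalized, curve-fit.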
TDP-43 yeast inh = inhibitors of TDP-43 toxicity in yeast; TDP-43 expressing yeast growth rescue, BacTiter-Glo, 24 h; Potency, µM (highest dose often 46.1 µM), inactives show at the highest dose growth rescue (activation), hits mostly activators; 1.8% of 410,000 active; AID 652104; further: potency means the concentration at half of the fitted maximal effect; % of control where 0% means no effect; nearly all actives have a fitted effect of over 50% in size
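Luminescence from BacTiter-Glo reports growth of TDP-43-expressing yeast after 24 hr at 30 deg C with compound. Cells were raffinose-pregrown to mid-log, then seeded in galactose medium at OD600=0.02.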
D3 ag = activates the human D3 dopamine receptor. D3R DiscoveRx beta-arrestin cells, luminescence, 90 min. 0.58% of 410,000 active. max activation, %. P35462; in the data active means max activation above about 30%; further: 0% is about no effect; mostly tested at two doses, the higher about 12 µM
Target sequence (P35462 whole entry, looked up): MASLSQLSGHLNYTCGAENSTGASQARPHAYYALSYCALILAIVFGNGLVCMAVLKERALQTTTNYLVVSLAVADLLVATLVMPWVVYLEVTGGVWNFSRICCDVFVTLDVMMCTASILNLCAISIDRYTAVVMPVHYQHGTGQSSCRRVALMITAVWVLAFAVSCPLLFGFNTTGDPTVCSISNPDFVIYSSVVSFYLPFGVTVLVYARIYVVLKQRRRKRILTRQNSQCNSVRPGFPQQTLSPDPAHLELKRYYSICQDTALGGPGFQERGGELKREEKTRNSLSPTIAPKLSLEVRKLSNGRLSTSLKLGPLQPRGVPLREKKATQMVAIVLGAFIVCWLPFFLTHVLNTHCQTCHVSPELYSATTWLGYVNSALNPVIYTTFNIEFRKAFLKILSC
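Cells at 1500/well, incubated overnight, then treated with pinned compounds (dopamine as control) for 90 min at 37 degrees C. DiscoveRx reagent added for 30 - 60 minutes at room temperature; luminescence read.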
aSyn yeast inh = inhibitors of alpha-synuclein toxicity in yeast; Yeast expressing alpha-synuclein, growth rescue, BacTiter-Glo, 24 h; Potency, µM (titrated, usually from 46.1 µM), for the others: at the top dose growth rescue (activation), actives largely listed as activators; AID 652106; 0.14% of 370,000 active; further: potency means the concentration at half of the fitted maximal effect; % of control where 0% means no effect; nearly all actives have a fitted effect of over 65% in size
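Readout is rescue of growth in alpha-synuclein-expressing yeast, so inhibitors of toxicity appear as activators. Growth after 24 hr at 30 deg C in galactose medium is quantified by luminescence.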
DRD3 antagonist = D3 dopamine receptor (human) antagonism | 2.5% of 360,000 active | P35462 | D3R cells, DiscoveRx beta-arrestin luminescence, antagonist mode; stronger effect = lower value | max response, negative = inhibition, % | AID 652054; in the data active means max response below about -50%; inconclusive means no clear call, values can overlap the other calls; further: on the % scale 0 is the no-effect control and ±100 the full control effect; mostly tested at two doses, the higher about 12 µM
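Cells expressing the human receptor were seeded at 1500 cells/well, incubated overnight at 37 degrees C in 5% CO2, then exposed to library compounds with dopamine controls for 90 minutes at 37 degrees C before luminescent detection.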
An asterisk follows results filed as active; i = inactive; ? = inconclusive; / = no result given; & = joins results of further samples; [ ] = remark or other dose. Unless noted, the call rests on the fitted dose curve; in most records, active means well fitted curve in the direction sought with a large enough effect; inconclusive means small, poorly fitted or top-dose-only effect, or another doubt; inactive means no such curve, though single readings can be large; an effect the other way counts as inactive or inconclusive. This is a subset, so the mix of outcomes need not match the whole.

SMILES	HEK293 tox	GLP1R inv ag	GLP1R ag	PTHR1 ag	KB-V1 cytotox	TDP-43 yeast inh	D3 ag	aSyn yeast inh	DRD3 antagonist
CC(C)CN(C(=O)c1cc2ccccc2o1)c1c(N)n(CC(C)C)c(=O)[nH]c1=O	-1%	11%	-13%	i	-8%	19%	3	1%	22
COc1ccc(-n2c(=O)c3c(c4cc(OC)ccc4n3C)n(CC(=O)NCC3CCCO3)c2=O)cc1 (stereo not drawn)	12%	24%	0%	16%	0%	-10%	-11	/	/
CN(CC(=O)NCCc1ccc(S(N)(=O)=O)cc1)S(=O)(=O)c1cccc2nsnc12	7%	-14%	-2%	i	?	-3%	3	7%	0
O=C(OCc1cc(=O)n2nc(C3CC3)sc2n1)c1ccccc1Cl	2%	1%	/	i	5%	23%	-3	/	/
O=C(CSc1nnc(CNC(=O)c2ccccc2F)o1)Nc1ccc2c(c1)OCCO2	12%	10%	-6%	-8%[57.5 µM]	24%	-5%	-5	0%	0
C#CCN(C#N)c1nc(NCC)nc(NC(C)C)n1	-10%	-2%	29%	-5%	?	0%	-4	-6%	-6
CC(C)(C)S(=O)N1Cc2ccc(CO)cc2[C@@H]1CCO (stereo partly drawn)	-19%	14%	-1%	-4%	13%	-8%	7	1%	4
CC(Cc1c[nH]c2ccccc12)NC(=O)OCCCl (stereo not drawn)	0%	-8%	-8%	-12%	8%	2%	3	6%	7
Cn1c(SCC(=O)N2CCc3ccccc32)nnc1C1CC1	-1%	3%	2%	-1%[57.5 µM]	1%	3%	-3	0%	-1
CCN1/C(=c2/s/c(=C3/C(=O)N(c4ccccc4)N=C3C)n(CC)c2=O)C=Cc2ccccc21	1%	15%	0%	i	-13%	-31%[inhibitor]	3	-2%	-15
CC1=C(C(=O)N(C)C)CC(CC(=O)NCc2cccc3ccccc23)C(=O)N1Cc1ccc(F)cc1 (stereo not drawn)	1%	21%	17%	i	8%	19%	9	3%	15
CC/C(C)=N/Nc1ccc(S(=O)(=O)N2CCCC2)cc1[N+](=O)[O-]	-24%	4%	12%	-7%	-8%	9%	-9	5%	-5
CCc1ccc(N(C(=O)c2ccco2)C(C(=O)NC2CCCC2)c2ccco2)cc1 (stereo not drawn)	-20%	10µM*	-3%	i	-19%	15%	-3	6%	?
COc1cc(CNc2ccc(S(N)(=O)=O)cc2)ccc1OCc1ccccc1F	-10%	?	-5%	-9%	-9%	26%	1	0%	12
Cc1ccc(S(=O)(=O)Nc2ccc(C(N)=O)cc2)cc1[N+](=O)[O-]	20%	15%	5%	-3%	3%	-4%	3	10%	-4

Complete entries from above:
CC(C)(C)S(=O)N1Cc2ccc(CO)cc2[C@@H]1CCO (stereo partly drawn) in the list: HEK293 tox: -19%; GLP1R inv ag: 14%; GLP1R ag: -1%; PTHR1 ag: -4%; KB-V1 cytotox: 13%; TDP-43 yeast inh: -8%; D3 ag: 7; aSyn yeast inh: 1%; DRD3 antagonist: 4
CCN1/C(=c2/s/c(=C3/C(=O)N(c4ccccc4)N=C3C)n(CC)c2=O)C=Cc2ccccc21 in the list: HEK293 tox: 1%; GLP1R inv ag: 15%; GLP1R ag: 0%; PTHR1 ag: i; KB-V1 cytotox: -13%; TDP-43 yeast inh: -31%[inhibitor]; D3 ag: 3; aSyn yeast inh: -2%; DRD3 antagonist: -15

(listing goes on)
SMILES	HEK293 tox	GLP1R inv ag	GLP1R ag	PTHR1 ag	KB-V1 cytotox	TDP-43 yeast inh	D3 ag	aSyn yeast inh	DRD3 antagonist
COC(=O)c1ccc([C@@H](O)[C@H](C)C(=O)CC(=O)OC(C)(C)C)cc1	5%	5%	4%	-20%	-5%	12%	0	-1%	15
O=C(CSCc1cnn(-c2ccccc2)c1-n1cccc1)NCCN1CCOCC1	63%[activator]	17%	5%	-25%[57.5 µM]	-5%	-3%	-10	-1%	-24
CC(C)NC(=O)Nc1ccc2c(c1)C(=O)N([C@H](C)CO)C[C@H](C)[C@@H](CN(C)S(=O)(=O)c1ccccc1)OCCCC[C@@H](C)O2	1%	4%	-2%	-17%	25%	22%	-2	2%	-16
CC(OC(=O)Cc1n[nH]c(=O)c2ccccc12)C(=O)Nc1ccc(F)cc1 (stereo not drawn)	-2%	18%	10%	i	25%	-19%	4	-3%	-2
CN(Cc1c(F)cccc1Cl)C(=O)CNC(=O)c1cccs1	-6%	-3%	9%	-20%	0%	29%	-5	1%	-4
CCOC(=O)C1(C#N)Cc2ccccc2C1	0%	3%	2%	i	28%	22%	4	-2%	-25
O=C(C[n+]1cc(Br)cc2ccccc21)c1ccc(Cl)cc1	8%	-20%	3%	i	-1%&-16%	-5%	-31	-1%	-24
COC(=O)CSc1ncccc1-c1nc2ccccc2[nH]1	4%	48%[activator]	6%	?	?	-18%	-16	-2%	0
Cc1ccc(S(=O)(=O)Oc2ccccc2[N+](=O)[O-])cc1	-7%	?	9%	-17%	-20%	3%	-6	?	?
CN(C)C(=O)c1cc2cc(Br)ccc2s1	0%	18%	2%	i	28%	?	-2	8%	8
CC(C)Oc1cc(O)c2c(=O)c(-c3ccc(O)cc3)coc2c1	-12%	5%	11%	-48%[inhibitor]	20%	?	-4	-15%	28
Cc1cc(=O)c2cc(C(=O)c3ccccc3)ccc2[nH]1	-12%	14%	-13%	-20%	2%	-5%	-2	-7%	-8
O=C(CN1C(=O)NC2(CCc3ccccc32)C1=O)c1ccc2c(c1)OCCO2 (stereo not drawn)	2%	-33%	6%	-90%[inhibitor]	-4%	-29%	3	18%	14
CCOC(=O)CP(=O)(c1ccccc1)c1ccccc1	13%	22%	0%	10%[57.5 µM]	12%	-2%	2	1%	15
Cc1c(C(=O)N2CCN(c3ncccn3)CC2)oc2ccc(F)cc12	1%	3%	11%	-24%	?	30%	8	3%	1
CC(C)c1ccc(C(CC(=O)O)N2Cc3ccccc3C2=O)cc1 (stereo not drawn)	-2%	-11%	-3%	i	-10%	12%	2	0%	-13
Cc1nc(C)c(C(=O)Nc2nc3c(C)cccc3s2)o1	-2%	-9%	-18%	i	-33%	-3%	13	-12%	41
Cc1ccc(S(=O)(=O)NCCc2cn3ccsc3n2)c(C)c1	0%	2%	/	-14%	/	-5%	-8	/	/
Cc1ccc(-c2nn(-c3ccccc3)cc2CNCc2ccccc2)cc1	?	?	-2%	i	-28%	-15%	-13	-12%	-24
CCC(=O)N1Cc2cc(C(=O)N(C)C)nc(-c3cccc(-c4cncnc4)c3)c2[C@@H]1CCO	2%	16%	4%	-3%	-4%	-2%	-12	?	0
O=C(Nc1ccc2c(c1)OCO2)c1csc([C@@H]2C[C@H](O)[C@@H](CO)O2)n1	-11%	28%	15%	-9%	?	-3%	-7	-3%	-10
CNC(=O)C[C@H]1C(=O)N(CCc2ccccc2)C[C@@H]1c1ccc(OC)cc1	1%	17%	20%	-17%	-2%	18%	-8	1%	-11
Cc1oc(-c2cccc(Br)c2)nc1Cn1c(SCc2cccc(F)c2)nc2cccnc21	1%	-5%	/	-12%	/	28µM*	4	/	/
CC(C)(C)c1ccc(C(=O)Nc2ccccc2C(=O)NCCN2CCOCC2)cc1	10%	?	-1%	-24%	1%	3%	-14	1%	6
CCn1cc(CN2CCCC(CO)(Cc3cccc(Cl)c3)C2)cn1 (stereo not drawn)	2%	-20%	0%	i	-22%	-17%	-8	0%	15
COc1c2c(nc3occc13)C(CCC(C)(C)O)(OC)C(O)CC2 (stereo not drawn)	0%	10%	5%	-28%[57.5 µM]	19%	-22%	1	-1%	5
Cc1c(NS(=O)(=O)c2cccc(C(=O)NCc3ccncc3)c2)c(=O)n(-c2ccccc2)n1C	-9%	5%	-2%	i	3%	8%	5	4%	9
COc1ccc(NS(=O)(=O)c2cccc(C(=O)NNC(=O)c3ccc(=O)[nH]c3)c2)cc1	0%	8%	0%	i	?	9%	-1	-1%	-2
CC1CCN(Cc2c(C(=O)N/N=C/c3cccc(Cl)c3)nnn2-c2nonc2N)CC1	6%	-22%	-8%	i	-9%	6%	-3	2%	-11
O=C(Nc1cccc(C(F)(F)F)c1)c1ccco1	0%	0%	-6%	i	-8%	0%	-6	-14%	?
COc1ccc(O)c(C(=O)c2cnc3nc4ccccc4n3c2)c1	-6%	-15%	4%	i	-30%	-19%	5	-11%	7
C(=C\c1ccccc1)/CN1CCN(c2ncnc3c2oc2ccccc23)CC1	8%	?	6%	-10%[57.5 µM]	3.7µM*	-15%	40*	7%	8
O=C(Cc1ccc(-c2ccccc2)cc1)NCc1cccnc1	6%	-37%	9%	-18%	?	-8%	-6	13%	1
COc1cccc(N2[C@@H](CC(C)=O)c3cc(C(F)(F)F)ccc3S2(=O)=O)c1	2%	-2%	0%	-34%[inhibitor]	?	26%	9	3%	33
CC(=O)NNc1cccc(Cl)n1	-3%	8%	7%	-3%	-3%	1%	-5	-2%	-16
C#CCOCCOCCOCCNc1nc(N2CCN(C(=O)CCCCCCCCCCNC(=O)Cn3cc(CCCCCN)nn3)CC2)nc(N2CCN(C(=O)CCCCCCCCCCNC(=O)[C@H]([C@@H](C)CC)n3cc(CCCCCN)nn3)CC2)n1	?	?	-9%	-14%	-18%	6%	-15	-42%[inhibitor]	-13
O=C(CNC(=O)c1ccccc1Br)N/N=C/c1ccco1	-5%	-3%	2%	-21%	3%	-10%	-12	0%	-30
CCc1nc(C)cc2c1sc1ccccc12	-25%	11%	16%	?	-29%	5%	10	7%	9
CCOc1cc(/C=N/NS(=O)(=O)c2ccc(OC)cc2)ccc1OCCN1CCOCC1	-2%	9%	6%	i	27%	-21%	-16	-6%	-16
CCCCC(Sc1nc(N)c(NC(=O)c2ccc(OC)cc2)c(=O)[nH]1)C(=O)O (stereo not drawn)	?	1%	0%	-2%	2%	-13%	-1	-3%	-10
CC(=O)c1ccc(OCC(O)CN2C(C)(C)CC(O)CC2(C)C)cc1 (stereo not drawn)	-14%	4%	1%	i	?	?	-1	1%	11
